Source: PubChem (National Center for Advancing Translational Sciences (NCATS))
POLK inh – qHTS for Inhibitors of Polymerase Kappa. purified Pol kappa, fluorescent DNA synthesis assay, 10 min. Potency, µM (titrated, usually from 107 µM), without a hit: at the highest dose activity, negative = inhibition, usual class: inhibitors. 0.53% of 400,000 active. AID 588579, 2011; further: potency means the concentration at half of the fitted maximal effect; on the % scale 0 is the no-effect control and ±100 the full control effect
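Kinetic fluorescence readout at 0 and 10 min followed reaction start with substrate at 50 nM final. Beforehand, enzyme (10 nM Pol kappa) stood 15 min with compound at room temperature; buffer-only wells were negative controls.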
APEX1 inh – qHTS Assay for Inhibitors of the Human Apurinic/apyrimidinic Endonuclease 1 (APE1); Potency, µM (top dose mostly 65.8 µM), inactives show at the top dose activity change, negative = inhibition, hits mostly inhibitors; recombinant APE1, TAMRA/BHQ-2 abasic DNA cleavage fluorescence; AID 2517, 2012; 0.35% of 350,000 active; DNA repair nuclease/redox regulator APEX1 (Homo sapiens), P27695;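 further: potency means the concentration at half of the fitted maximal effect; plate controls were vehicle for no effect and reference inhibitor for full effect; nearly all actives have a fitted effect of over 55% in size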
Target sequence (P27695 whole entry, looked up): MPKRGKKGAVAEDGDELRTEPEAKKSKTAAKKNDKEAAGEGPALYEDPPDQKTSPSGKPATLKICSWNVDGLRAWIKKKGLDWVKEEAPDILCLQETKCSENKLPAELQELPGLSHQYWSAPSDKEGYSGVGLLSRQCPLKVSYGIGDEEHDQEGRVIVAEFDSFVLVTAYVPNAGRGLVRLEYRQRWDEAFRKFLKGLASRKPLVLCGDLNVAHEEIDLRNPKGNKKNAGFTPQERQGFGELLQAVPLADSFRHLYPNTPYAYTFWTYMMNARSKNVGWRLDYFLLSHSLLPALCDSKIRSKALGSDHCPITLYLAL
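APE1 at 0.75 nM final was preincubated with compound 15 min at room temperature, then 50 nM double-stranded THF abasic-site substrate (5'-TAMRA/3'-BHQ-2) was added. Fluorescence (ex 525/em 598 nm) was read kinetically; third-minus-first read gave activity.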
BLM inh – qHTS Assay for Inhibitors of Bloom's syndrome helicase (BLM) | 0.2% of 350,000 active | recombinant BLM DNA unwinding, fluorescence dequenching | Potency, µM (highest dose often 56.1 µM), without a hit: at the top dose activity change, negative = inhibition, actives largely listed as inhibitors;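 further: potency means the concentration at half of the fitted maximal effect; plate controls were vehicle for no effect and no enzyme for full effect; nearly all actives have a fitted effect of over 35% in size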
TRHR ag – qHTS for Small Molecule Agonists and Allosteric Enhancers of Human TRH Receptor: Primary Screen for Agonists; activation, % at 2 µM; AID 493084, 2011; TRHR cells, calcium flux fluo-8, FDSS agonist mode; 0.18% of 360,000 active; Thyrotropin-releasing hormone receptor (Homo sapiens), P34981; in the data active means activation above about 30%; further: 0% is about no effect
Target sequence (P34981 whole entry, looked up): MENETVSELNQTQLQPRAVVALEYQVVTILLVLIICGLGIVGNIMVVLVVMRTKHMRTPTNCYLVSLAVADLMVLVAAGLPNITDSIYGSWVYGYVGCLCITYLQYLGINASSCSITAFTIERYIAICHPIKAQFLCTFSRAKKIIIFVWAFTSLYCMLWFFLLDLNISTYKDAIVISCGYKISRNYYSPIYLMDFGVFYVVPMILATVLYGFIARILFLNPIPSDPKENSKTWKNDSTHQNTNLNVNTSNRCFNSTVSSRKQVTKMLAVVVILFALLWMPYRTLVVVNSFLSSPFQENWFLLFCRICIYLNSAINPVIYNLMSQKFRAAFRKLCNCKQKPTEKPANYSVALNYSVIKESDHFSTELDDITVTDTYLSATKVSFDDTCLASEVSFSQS
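Read-out: compound-evoked intracellular calcium rise in TRHR cells, fluo-8 dye, kinetic FDSS fluorescence at 1 s/cycle following a 10-cycle baseline. Cells cultured overnight before dye loading (30 min–1.5 h, RT).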
POLB inh – qHTS Assay for Inhibitors of DNA Polymerase Beta | P06746 | Pol beta primer extension/strand displacement, fluorescence kinetic | Potency, µM (top dose mostly 114 µM), without a hit: at the highest dose activity change, negative = inhibition, usual class: inhibitors | 1.3% of 340,000 active | AID 485314, 2010; further: potency means the concentration at half of the fitted maximal effect; on the % scale 0 is the no-effect control and ±100 the full control effect
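Enzyme-only controls used 10 nM Pol beta; buffer lacking enzyme served as negative control. Compound preincubated 15 min, then 50 nM substrate added; 0 and 10 min reads at room temperature.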
ALOX12 inh – Primary qHTS assay for inhibitors of human arachidonate 12S-lipoxygenase (ALOX12): Round 2. 1.1% of 580,000 active. Potency, µM (titrated, usually from 108 µM), for the others: at the top dose activity change, negative = inhibition, usual class: inhibitors. purified 12hLO, xylenol orange hydroperoxide absorbance. AID 1671190, 2021. Polyunsaturated fatty acid lipoxygenase ALOX12 (Homo sapiens), P18054; further: potency means the concentration at half of the fitted maximal effect; on the % scale 0 is the no-effect control and ±100 the full control effect
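Hydroperoxide product was detected by ferrous iron/xylenol orange as the 573 to 405 nm absorbance ratio. Arachidonic acid at 40 uM (final) was turned over for 30 min at room temperature by 150 nM human 12hLO, pH 7.0 Hepes buffer, after 15 min compound preincubation.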
Apoferritin bind – qHTS Assay for Identification of Novel General Anesthetics | 0.074% of 350,000 active | apoferritin/1-aminoanthracene competitive binding, fluorescence | Potency, µM (doses to about 77.5 µM), for inactives: at the top dose activity change, negative = displacement, most hits filed as inhibitors | AID 485281, 2010; further: potency means the concentration at half of the fitted maximal effect; on the % scale 0 is the no-effect control and ±100 the full control effect; nearly all actives have a fitted effect of over 20% in size
Target sequence (P02791 2-175 limits assumed): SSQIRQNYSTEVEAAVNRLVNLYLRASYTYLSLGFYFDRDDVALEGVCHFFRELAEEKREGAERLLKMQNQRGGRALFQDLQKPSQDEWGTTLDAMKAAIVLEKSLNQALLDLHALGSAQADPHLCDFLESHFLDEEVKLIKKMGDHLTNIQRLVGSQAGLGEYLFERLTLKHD
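Apoferritin-based anesthetic binding model; compound displacement of fluorescent 1-AMA measured as endpoint fluorescence after 10 minutes at room temperature, scaled to free-ligand and complex controls.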
Pol iota inh – qHTS for Inhibitors of Polymerase Iota; Pol iota fluorescent replication assay, 10 min; Potency, µM (titrated, usually from 115 µM), for inactives: top-dose activity, negative = inhibition, most hits filed as inhibitors; 1% of 390,000 active; AID 588590, 2011; further: potency means the concentration at half of the fitted maximal effect
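Pol iota at 10 nM preincubated 15 min with compounds at room temperature; reaction started with fluorescent substrate, 50 nM final. Fluorescence read kinetically at 0 and 10 min; buffer-only wells as negative control.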
ERG-DNA inh – qHTS for Small Molecule Inhibitors of the ERG Ets/DNA interaction | Transcriptional regulator ERG (Homo sapiens), P11308 | 0.028% of 370,000 active | fluorescence polarization, His-ERG Ets domain / labelled DNA | AID 624246, 2012 | Potency, µM (highest dose often 76.9 µM), for the others: at the highest dose FP activity, negative = inhibition, most hits filed as inhibitors; active means well fitted inhibition curve with a large enough effect in the polarisation, with a control signal flat; inconclusive means small, poorly fitted or top-dose-only effect, or effect the other way, or a change in a side signal; inactive means no such curve, though single readings can be large or run the other way; the % refers to the polarisation;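 further: polarization taken with two DNA probes labelled with fluorescein and Texas red; potency means the concentration at half of the fitted maximal effect; % of control where 0% means no effect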
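His-tagged ERG Ets domain (1 uM in the protein solution; 300mM KCl, 50mM Tris-HCl, 1mM EDTA, 1mM DTT, pH 7.5) received compound, then a probe mix of 5 nM fluorescein-DNA and 100nM Texas-615-DNA. Fluorescence polarization was read for both dyes.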
Starred values were filed as active, the others as inactive; ? = inconclusive; . = not tested or not shown; & = joins results of further samples; [ ] = remark or other dose. Unless noted, the call rests on the fitted dose curve; in most records, active means well fitted curve in the direction sought with a large enough effect; inconclusive means small, poorly fitted or top-dose-only effect, or another doubt; inactive means no such curve, though single readings can be large; an effect the other way counts as inactive or inconclusive.

structure	POLK inh	APEX1 inh	BLM inh	TRHR ag	POLB inh	ALOX12 inh	Apoferritin bind	Pol iota inh	ERG-DNA inh
O=C(NCCn1cc(SCc2ccccc2F)c2ccccc21)c1c(F)cccc1F	-0.8%	-9.4%	-10.1%	-0.2	-12.9%	-4.9%	5.2%	3.1%	-10.4%
COc1ccc(/C=N/NC(=O)C(=O)NCc2cccnc2)cc1OC	-15.7%	12.3%	-2.9%	-1.0	25.0%	116.9%[activator]	-4.8%	10.0%	3.3%
COc1ccc(NC(=O)c2cccc(S(=O)(=O)N3CCCCCC3)c2)cc1	-24.4%	-17.6%	1.4%	0.5	2.7%	20.0%	-6.6%	-6.7%	-5.2%
COc1ccc(OC)c(C(c2nnnn2C2CCCC2)N2CCc3ccccc3C2)c1 (stereo not drawn)	-12.7%	-5.9%	-9.8%	-1.0	-22.1%	338.6%[activator]	5.3%	0.2%	4.4%
COc1ccc(C2CC(c3ccncc3)=NN2c2ccc(S(N)(=O)=O)cc2)cc1 (stereo not drawn)	-13.0%	1.8%	.	.	.	-34.1%	.	12.7%	-3.5%
Cn1c(N)c(C(=O)c2ccc(Oc3ccccc3)cc2)c(=O)n(C)c1=O	-0.5%	-3.1%	-3.3%	-0.2	44.5%	-10.2%	5.3%	49.9%[activator]	5.7%
COc1cc(NC(=O)c2ccccc2Cl)ccc1NC(=O)c1cccs1	-2.2%	-2.9%	3.4%	-0.6	0.3%	3.0%	-5.2%	131.1%[activator]	6.9%
CCCn1c(SCC(=O)N2c3ccccc3Sc3ccccc32)nc2c1c(=O)n(C)c(=O)n2C	-9.5%	0.1%	0.3%	-0.8	-5.6%	-19.4%	-8.1%	89.1µM*	6.4%
CCN(CC)C(=O)c1scc2c1OCCO2	3.5%	-2.6%	0.4%	-0.8	9.0%	30.6%[activator]	-8.9%	-1.5%	7.6%
Cc1nc(NC(=O)C2CC2)sc1C(=O)N1CCCCC1	0.5%	3.9%	-2.7%	0.3	24.5%	-12.6%	-7.2%	17.7%	.
Cc1oncc1C(=S)Nc1ccccc1	-1.4%	-3.3%	-1.6%	-0.3	10.8%	?	-12.5%	3.9%	.
COc1c2ccccc2nc2occc12	-6.6%[60.1 µM]	-5.3%	-2.4%	.	.	.	-11.4%	.	.
CCn1cc(C2=NOC(C(=O)Nc3cc(OC)c(Cl)cc3OC)C2)c(C)n1 (stereo not drawn)	-11.3%	-5.2%	-1.7%	-1.7	6.0%	7.7%	-2.2%	-3.0%[58.9 µM]	-6.1%
Cc1ccc(S(=O)(=O)N2[C@@H](c3ccc(Cl)cc3)C(C(=O)O)=CC[C@H]2c2ccc3c(c2)OCO3)cc1	-20.9%	-10.6%	.	-0.1	.	?	.	1.1%	-6.2%
Cc1ccccc1NC(=O)c1ccc2c(c1)N(C)CCS2	-9.4%	3.3%	-3.4%	-0.5	3.4%	0.8%	-4.3%	-0.5%	-3.3%
CC1=NN(c2ccc(C)cc2C)C(=O)C1C(c1cccc(O)c1)C1C(=O)N(c2ccc(C)cc2C)N=C1C (stereo not drawn)	-4.2%	-0.6%	-4.2%	0.1	36.1%	-18.0%	-16.2%	1.26µM*	2.6%
C[C@]12c3[nH]c4ccccc4c3CCN1C(=O)C(CC(=O)NCCC1=CCCCC1)C[C@@H]2C(=O)N1CCCCC1 (stereo partly drawn)	-8.4%	-8.5%	.	.	.	-6.6%	.	23.0%	-4.6%
COC(=O)C1=C(C)N(c2ccc(F)c(Cl)c2)C(=O)C1	-13.7%	5.6%	-8.1%	0.1	-4.0%	?	-1.0%	12.0%	2.0%
CCOC(=O)N1CCN(C(=O)c2ccc(OC(C)=O)cc2)CC1	-14.6%	12.3%	-1.3%	0.8	-3.3%	13.4%	0.7%	17.0%	4.4%
COc1ccc(C(=O)CC(CC(=O)c2ccc(OC)cc2)C(=O)O)cc1	9.3%	46.2%[activator]	.	0.0	.	21.0%	.	9.6%	18.6%
O=C(Nc1cccc(Br)c1)c1ccc2snnc2c1	-0.4%	50.8%[activator]	-4.6%	-0.6	13.8%	-10.6%	-14.2%	?	-2.5%
CCN1CCN(c2ccc(S(=O)(=O)N3CCCCC3)cc2NC(=O)COc2ccccc2)CC1	-9.7%	-6.7%	.	-0.3	.	?	.	10.5%	2.7%
C/C(=N\NC(=O)c1ccccc1O)c1cccs1	-21.6%	2.5%	-1.6%	0.2	?	8.3%	-12.3%	74.3%[activator]	-6.8%
Cc1c(C)c2c(OCC(=O)N3CCC(C(N)=O)CC3)cc3c(c2oc1=O)CCC(C)(C)O3	4.2%	6.2%	1.5%	-0.6	-0.6%	13.9%	2.6%	-17.8%	0.6%
CCOC(=O)c1c(C)[nH]c(C)c1C(=O)COC(=O)CNC(=O)C1CCCCC1	2.1%	0.5%	-2.4%	-0.3	-1.0%	-4.1%	8.3%	108.4%[activator]	4.9%
CS(=O)(=O)c1cccc(C(=O)Nc2ccc(S(=O)(=O)N3CCCCC3)cc2)c1	-17.4%	-2.3%	.	1.0	.	0.0%	.	-10.1%	0.5%
COC(=O)c1sc(-c2ccccc2)cc1NC(=O)Nc1ccccc1Cl	-9.0%	.	-3.0%	-1.6	2.8%	-7.8%	69.6%[activator]	-13.4%	-10.1%
COc1ccccc1Nc1nccc(N(C)C)c1C#N	-6.4%	3.8%	-4.1%	0.1	4.7%	-10.9%	-3.5%	106.8%[activator]	16.2%
CC(C)(C)[C@H]1COC(=O)[C@H](NC(=O)OCC2c3ccccc3-c3ccccc32)C/C=C\C[C@@H](CC(=O)N[C@@H](CO)Cc2ccccc2)C(=O)N1	-2.1%	23.8µM*	.	.	.	-17.1%	.	10.5%	6.5%
COc1ccc2c(c1)CCc1c(C(=O)Nc3cc(C)n(Cc4ccc(Cl)cc4)n3)noc1-2	-6.7%	1.9%	-1.9%	0.2	-2.3%	14.3%	-3.5%	14.6%	-0.1%
CCCCNC(=O)C1CCN(C/C(C)=C/c2ccccc2)CC1	-12.8%	?	0.1%	0.5	-5.4%	?	-15.2%	5.6%	1.2%
COc1ccc(-c2nnn(CC(=O)N(CC(=O)NC3CCCC3)Cc3cccs3)n2)cc1OC	4.0%	-11.6%	1.7%	-0.4	?	2.5%	-20.3%	20.7%	2.9%
Cc1nc2scc(-c3ccc(C(C)C)cc3)c2c(=O)n1N	-14.8%	-11.1%	-6.0%	-0.3	9.8%	-24.9%	-17.1%	60.3%[activator]	-3.1%
O=C(NC(=S)Nc1ccccc1N1CCCCC1)c1cccs1	-2.0%	0.5%	-15.4%	0.5	1.2%	50.1µM*	?	6.6%	-1.1%
Cc1cc(C)c(NC(=O)Cn2c(=O)n(Cc3ccco3)c(=O)c3ccccc32)c(C)c1	-13.9%	-2.9%	-3.5%	-0.1	0.2%	25.1%	-9.1%	0.3%	-5.1%
COc1ccc(C(C)=O)cc1Cn1nnc(-c2ccccc2Br)n1	-3.6%	-8.4%	-4.7%	0.0	8.1%	2.6%	-15.6%	-4.0%	1.1%
COc1cc(C(=O)N2c3ccccc3CC2C)cc(OC)c1OC (stereo not drawn)	1.0%	-2.4%	-2.4%	-1.1	-9.8%	171.7%[activator]	3.0%	-18.1%	6.7%
COc1ccc(C(O)Cn2cc([N+](=O)[O-])nc2C)cc1 (stereo not drawn)	1.2%	0.7%	-1.5%	0.6	4.0%	?	5.4%	56.4%[activator]	-0.7%
O=C(Cn1ccc([N+](=O)[O-])n1)Nc1nc2ccccc2s1	-6.2%	-4.0%	-2.9%	-0.1	25.0%	0.3%	-20.3%	-4.0%	-3.4%
COc1ccccc1NC(=S)NC1CCCCC1	0.0%	-0.3%	-0.5%	-0.1	2.9%	?	-3.2%	9.9%	1.5%
CN(C(=O)CSc1cn(CC(=O)N2CCOCC2)c2ccccc12)c1ccccc1	-3.3%&-0.6%	37.4%[activator]	-0.5%&2.4%	-0.3&-0.2	44.1%&-0.8%	?	-10.7%&1.4%	62.3%&37.1%[activator]	0.1%&-0.2%
CC[C@]12c3[nH]c4ccc(Cl)cc4c3CCN1C(=O)[C@@H](CC(=O)NCCCOC)C[C@@H]2C(=O)N1CCN(C(=O)C2CC2)CC1	11.3%	36.5%	.	.	.	-6.1%	.	16.0%	5.8%

Only part of the results is shown; rates above refer to the full screens.
